Assay outcomes (PubChem)
miR122 inh: miR-122 Renilla sensor signal increase in Huh7, primary screen, miR-122 inhibitor project, cell-based, single point, plate reader. 340,000 tested, 0.3% active. activation (reporter increase), % at 12.5 µM. Huh7 miR-122 Renilla luciferase sensor, 48 h; neutral wells = 0, positive control = 100;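 active = mean replicate activation score at least 90 and every replicate individually at or above 90; inconclusive = only one of the two criteria met; inactive = neither criterion met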;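 note: higher luciferase means less miR-122 activity so hits act as miR-122 inhibitors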
C2C12 statin: suppressors of statin myotoxicity in C2C12 myotubes, primary screen, cell-based, single point, plate reader; C2C12 myotubes + simvastatin, ATP luminescence, 48 h; scaled: DMSO 0, geranylgeraniol control 100; rescue of ATP level, % at 7.49 µM; 330,000 tested, 0.78% active; AID 602340, 2012;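 active = mean ATP rescue above about 67%, or every replicate alone reaching that limit, limit read from the data, passing the limit was not always enough; inconclusive = no clear call, values can overlap the other calls; inactive = mean under the limit and some replicate under it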;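 note: myotubes were challenged with 10 µM simvastatin during compound exposure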
SIRT5 inh: SIRT5 desuccinylase inhibitors, primary screen, biochemical, fluorescence imaging, single point, set 5; AID 652115, 2013; NAD-dependent protein deacylase sirtuin-5, mitochondrial (Homo sapiens), Q9NXA8; 330,000 tested, 1.1% active; inhibition, % at 15 µM; Purified SirT5, succinyl-peptide AMC, trypsin-coupled fluorescence; in the data active = inhibition above about 15%; inconclusive = no clear call, values can overlap the other calls
Target sequence (Q9NXA8 whole entry, looked up): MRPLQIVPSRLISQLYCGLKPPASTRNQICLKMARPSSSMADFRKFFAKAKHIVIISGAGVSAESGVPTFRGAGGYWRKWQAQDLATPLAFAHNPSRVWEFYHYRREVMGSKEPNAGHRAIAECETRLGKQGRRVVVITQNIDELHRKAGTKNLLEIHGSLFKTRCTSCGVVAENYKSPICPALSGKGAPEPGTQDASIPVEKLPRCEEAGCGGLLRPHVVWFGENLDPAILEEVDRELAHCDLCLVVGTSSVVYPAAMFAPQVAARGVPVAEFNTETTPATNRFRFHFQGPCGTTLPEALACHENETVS
ERp5 block: inhibitors of ERp5-driven insulin aggregation, primary screen, biochemical, turbidity, absorbance 650 nm, single point | 90 min | inhibition, % at 9.99 µM | 350,000 tested, 0.05% active;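 active = mean replicate inhibition above about 25%, with every replicate also reaching it, limit read from the data, passing the limit was not always enough; inconclusive = only one of those two criteria met; inactive = neither criterion met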
Target sequence (Q15084 whole entry, looked up): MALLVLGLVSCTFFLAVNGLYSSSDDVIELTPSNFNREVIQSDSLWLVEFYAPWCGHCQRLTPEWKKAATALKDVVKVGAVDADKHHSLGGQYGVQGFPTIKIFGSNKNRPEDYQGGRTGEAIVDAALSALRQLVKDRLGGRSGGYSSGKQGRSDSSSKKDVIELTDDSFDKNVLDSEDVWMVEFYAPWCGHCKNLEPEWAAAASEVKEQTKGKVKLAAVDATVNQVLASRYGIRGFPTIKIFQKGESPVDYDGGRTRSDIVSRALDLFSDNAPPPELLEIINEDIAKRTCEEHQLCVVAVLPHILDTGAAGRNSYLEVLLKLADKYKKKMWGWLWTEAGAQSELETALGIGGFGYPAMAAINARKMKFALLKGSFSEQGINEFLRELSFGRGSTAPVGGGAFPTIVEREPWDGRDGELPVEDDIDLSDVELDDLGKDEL
ARNT TACC3 PPI: disruptors of ARNT/TACC3 protein interaction, primary screen, biochemical, AlphaScreen, single concentration; 390,000 tested, 0.66% active; inhibition, % at 9.99 µM; Transforming acidic coiled-coil-containing protein 3 (Homo sapiens), Q9Y6A5; AlphaScreen His-ARNT PAS-B/GST-TACC3 binding, luminescence; TACC3 fragment carries E629A point mutation;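 active = mean inhibition of replicates at least 50% and at least half of replicates each reaching 50%; inconclusive = half or more replicates reach 50% but mean below 50%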;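 note: 0% = complete ARNT plus TACC3 wells and 100% = ARNT alone without TACC3; many hits fall short of the cut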
esBAF inh: Bmi1 luciferase reporter increase in mESCs, primary screen, esBAF inhibitor project, mouse ES cells, Bmi1 luciferase knock-in, single point; 350,000 tested, 2% active; 24 h; 100% = twice the neutral-well signal; reporter increase, % at 12.5 µM; in the data active = activation above about 40%; inconclusive = no clear call, values can overlap the other calls;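 note: 0% = median of the plate's neutral control wells and 100% = double that signal; a rise in the Bmi1 reporter signal indicates esBAF inhibition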
Cneo AK release: Cryptococcus neoformans cell lysis inducers, primary screen, AK release luminescence, single concentration; C. neoformans lysis, adenylate kinase release luminescence, 4 h; normalised: neutral wells 0, clomiphene wells 100; lysis activity, % at 15 µM; 360,000 tested, 0.2% active; AID 651654, 2012;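 active = mean lysis activity across replicates of at least 80%, whatever share of replicates individually reach that level; inactive = mean lysis activity below 80%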
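Material: C. neoformans cells | Amount: Yeast cell density of 5 × 10^6 cells/mL | Medium: Fresh YPD growth medium | Dosing: Single dose | Times: Static 4 h at 37 °C with compound, 1 h detection | Detection: AK luminescence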
* = called active by the depositor; ? = inconclusive; · = no result given; [ ] = dose if it differs, or a comment.

SMILES	miR122 inh	C2C12 statin	SIRT5 inh	ERp5 block	ARNT TACC3 PPI	esBAF inh	Cneo AK release
C[C@H]1CN([C@@H](C)CO)S(=O)(=O)c2ccc(-c3cccnc3)cc2O[C@@H]1CN(C)CC1CCOCC1	44.1[16.7 µM]	-7.2	6.5	-1.1	-1.2	2.5	8.4
CC(C)(C)c1ccc(C(=O)NC(=S)NCc2ccco2)cc1	3.2	-21.1	-1.2	2.5	-4.5	35.0	-3.2
COc1ccc(C=NNC(=S)Nc2ccc(F)cc2)cc1OC	·	-5.1	·	-0.7	3.6	10.4	-21.7
NC(=O)CN1CCN(S(=O)(=O)c2ccc(Br)cc2)CC1	16.5	3.4	0.4	5.8	-11.1	3.9	-0.2
C[C@@H]1CN([C@@H](C)CO)S(=O)(=O)c2ccc(C3=CCCC3)cc2O[C@H]1CN(C)C(=O)Nc1ccc2c(c1)OCO2	2.6[16.7 µM]	-134.7	9.5	2.2	-3.8	2.0	49.4
CCOC(=O)NNc1cc(C(F)(F)F)ccn1	-3.6	·	-2.4	2.9	-7.2	·	-1.7
Cn1c(=O)c2c(nc(N/N=C/c3ccncc3)n2Cc2ccccc2)n(C)c1=O	0.4	-1.2	0.3	4.4	5.6	-13.9	-2.5
COC(=O)c1sc(NC(=O)CSc2n[nH]c(N)n2)c(C(=O)OC)c1C	-9.8	·	-2.7	1.8	-10.4	·	·
Cn1c(=O)n(C)c2cc(N3CCCCC3)c(NC(=O)c3ccccc3)cc21	-0.8	-25.9	0.3	3.0	4.3	-4.6	4.7
O=c1cc(CN2CCN(Cc3ccccc3)CC2)c2ccc(O)c(O)c2o1	-11.2	6.7	-1.3	1.4	13.1	-2.5	-4.2
C=CCNC(=O)/C(=C/c1cccc([N+](=O)[O-])c1)NC(=O)c1ccccc1	0.6	·	-3.5	0.1	2.4	·	·
CCn1nnnc1SCC(=O)c1ccc(C)cc1	14.7	4.3	·	·	-3.5	?	-1.2
Cc1nn(CC(=O)Nc2cc(S(=O)(=O)N(C)C)ccc2Cl)c(C)c1[N+](=O)[O-]	-0.8	·	·	·	5.5	·	1.1
Cc1noc(C)c1NC(=O)Nc1ccc2c(c1)CC(=O)N([C@@H](C)CO)C[C@@H](C)[C@H](CN(C)Cc1ccc(C(=O)Nc3ccccc3N)cc1)O2	-8.7[16.7 µM]	1.4	5.2	-4.7	15.3	5.5	5.8
Brc1ccsc1/C=N/Nc1ccccc1	·	·	-1.8	-0.3	6.0	·	·
O=Nc1c(-c2ccccc2)[nH]n(-c2ccccc2)c1=O	-4.2	2.6	-0.2	0.7	·	-7.6	-0.2
O=C1CC(c2ccccc2)CC(O)=C1C=Nc1ccc(Cl)cc1 (configuration not stated)	·	·	0.4	3.9	-12.5	·	·
CC(C)(C)NC(=O)C(c1ccc(F)cc1)N(Cc1ccco1)C(=O)Cn1nnc(-c2cccs2)n1 (configuration not stated)	-5.6	·	·	·	-2.2	·	-2.4
O=[N+]([O-])c1ccc(Sc2cccc3cccnc23)cc1	1.2	-10.7	12.2	0.5	16.0	46.3*	-0.4
Clc1ccc(-c2csc(N/N=C\c3cccnc3)n2)cc1	·	·	-5.4	-2.0	-5.2	·	·
O=C(O)C1C2C=CC(O2)C1C(=O)Nc1ccc(S(=O)(=O)Nc2ccccc2)cc1 (configuration not stated)	1.7	0.5	·	·	0.5	-10.5	1.0
Cc1onc(-c2ccccc2)c1C(=O)NC1CC1	·	-3.8	12.4	1.6	19.2	2.2	2.3
C[C@@H]1CN([C@H](C)CO)C(=O)c2cc(NS(=O)(=O)c3cccs3)ccc2O[C@@H](C)CCCCO[C@@H]1CN(C)Cc1ccc2c(c1)OCO2	-8.6[16.7 µM]	·	·	·	1.0	-4.8	-1.0
C[C@@H]1CN([C@H](C)CO)C(=O)c2cc(-c3cccc(C#N)c3)cnc2O[C@@H]1CN(C)C(=O)C1CCC1	-1.4[16.7 µM]	35.1	3.6	1.7	-10.0	-2.7	-1.3
CC(C)(C)SCCNC(=O)CN(c1ccc(F)cc1)S(C)(=O)=O	0.9	-3.6	·	·	-1.0	2.2	-0.1
Cc1ccc([N+](=O)[O-])c(-c2n[nH]c(=S)n2-c2cccc(Cl)c2)c1	-8.7	5.1	·	-2.3	2.0	3.2	8.3
CC(C)(C)CCN1CCC(CN2CCNC(=O)C2=O)CC1	2.2	4.2	1.3	-1.8	-0.7	-5.1	-0.4
COc1cc2sc3ccc(-c4ccc(CN5CCOCC5)cc4)cc3c(=O)c2cc1OC	-3.9	-7.5	·	-2.2	-1.1	19.9	-2.3
CN(C(=O)c1cccc(NC(=O)Cc2ccc(NC(=O)C3CCN(C(=O)C4CCCCC4)CC3)cc2)c1)C1CCC1	-4.1	-24.1	6.3	3.2	-5.5	-1.7	2.0
CCOC(=O)C1CCN(C(=O)CN(c2ccc3c(c2)OCCO3)S(C)(=O)=O)CC1	-2.8	16.5	1.0	-0.3	-14.5	-8.5	-2.0

Compounds shown so far with an aryl thioether with sulfur outside any ring, in the order listed:
SMILES	miR122 inh	C2C12 statin	SIRT5 inh	ERp5 block	ARNT TACC3 PPI	esBAF inh	Cneo AK release
COC(=O)c1sc(NC(=O)CSc2n[nH]c(N)n2)c(C(=O)OC)c1C	-9.8	·	-2.7	1.8	-10.4	·	·
CCn1nnnc1SCC(=O)c1ccc(C)cc1	14.7	4.3	·	·	-3.5	?	-1.2
O=[N+]([O-])c1ccc(Sc2cccc3cccnc23)cc1	1.2	-10.7	12.2	0.5	16.0	46.3*	-0.4

Next part
SMILES	miR122 inh	C2C12 statin	SIRT5 inh	ERp5 block	ARNT TACC3 PPI	esBAF inh	Cneo AK release
c1cnc2ccc(C(c3nnnn3C3CCCCC3)N3CCN(C4CCCCC4)CC3)cc2c1 (configuration not stated)	2.8	-6.6	·	·	3.8	-16.3	-0.7
COc1ccc(NCC(=O)Nc2c(C)cccc2C)cc1S(=O)(=O)N1CCOCC1	-2.0	7.6	-1.7	0.4	·	1.9	-0.6
CN1CCN(c2nc(-c3ccco3)cc(C(F)(F)F)n2)CC1	0.6	8.6	1.3	0.5	-10.2	10.2	-2.8
O=C1NCCCC1C(=O)N/N=C/c1ccccc1 (configuration not stated)	-0.7	-1.1	·	·	-50.0	4.6	0.6
CCn1c(-c2ccccc2Cl)nn(CC(=O)Nc2ccc(OC)cc2)c1=S	-1.3	6.0	·	·	-1.7	0.4	0.3
COc1ccc(S(=O)(=O)N2CCOCC2)cc1NC(=O)Cc1c(Cl)cccc1Cl	4.0	-7.3	·	·	4.3	-1.9	-0.1
CC1=CC(C)(C)N(S(=O)(=O)c2ccc(C)cc2)c2cc(C)ccc21	94.0*	-129.5	·	·	4.8	-20.6	-3.6
Cc1ccc(S(=O)(=O)Cc2csc(N)n2)cc1	3.3	-18.0	·	·	1.7	5.8	1.1
Cc1nc([N+](=O)[O-])cn1Cc1cccc2ccccc12	-1.2	11.4	-0.5	1.4	-7.0	-2.2	-0.7
COC(=O)[C@H](CCSC)NS(=O)(=O)c1ccccc1Br	-1.9	-4.7	2.1	-1.0	-0.4	-0.4	0.6
Cc1ccc([C@H]2C(C(=O)O)=CC[C@@H](c3cccc(C)c3)N2S(=O)(=O)c2ccc(C)cc2)cc1	-2.0	8.8	0.9	5.2	-0.3	-4.4	-3.6
Cc1c2cn[nH]c(=O)c2c(C)n1-c1ccccc1	-2.9	2.6	-0.3	1.6	-7.8	9.1	-4.6
CCn1nnnc1SCC(=O)Nc1ccc(F)cc1	-2.2	7.5	1.7	-0.7	-2.4	6.8	-0.1
C[C@H](CO)N1C[C@H](C)[C@@H](CN(C)C(=O)CN(C)C)Oc2cc(-c3ccccc3)ccc2S1(=O)=O	-0.4[16.7 µM]	-2.6	4.8	-3.6	4.0	-10.7	-0.4
CCN(Cc1ccccc1)C(=O)c1ccc(C(=O)N(CC)Cc2ccccc2)cc1	-1.0	4.2	-1.6	1.1	-7.0	1.3	-1.1

Profiles from above:
COc1cc2sc3ccc(-c4ccc(CN5CCOCC5)cc4)cc3c(=O)c2cc1OC across the screens: miR122 inh = -3.9; C2C12 statin = -7.5; SIRT5 inh = ·; ERp5 block = -2.2; ARNT TACC3 PPI = -1.1; esBAF inh = 19.9; Cneo AK release = -2.3
O=C1CC(c2ccccc2)CC(O)=C1C=Nc1ccc(Cl)cc1 (configuration not stated) across the screens: miR122 inh = ·; C2C12 statin = ·; SIRT5 inh = 0.4; ERp5 block = 3.9; ARNT TACC3 PPI = -12.5; esBAF inh = ·; Cneo AK release = ·

(more compounds)
SMILES	miR122 inh	C2C12 statin	SIRT5 inh	ERp5 block	ARNT TACC3 PPI	esBAF inh	Cneo AK release
COc1ccc(Cl)cc1NC(=O)CCCNC(=O)c1ccc(Cl)cc1	·	-21.9	2.3	0.5	-6.3	-8.3	-0.4
CC(C)(C)NC(=O)CSc1ncnc2c1nnn2Cc1ccccc1Cl	-1.4	26.6	·	·	3.0	-3.1	-0.5
COC(=O)Nc1ccc(S(=O)(=O)Nc2cnc3ccccc3n2)cc1	·	·	-2.3	8.5	-7.2	·	·
COc1ccc(-c2noc(CN(C(=O)c3ccoc3C)C(C)C)n2)cc1	·	-2.2	·	-2.5	0.1	9.9	4.0
O=C(CN1CCC(n2nnc3cc(F)ccc32)CC1)NC1CCCCC1	-5.5	-3.6	·	·	-3.0	1.5	-2.3
CCOc1ccccc1C(=O)N1CCC(C(=O)c2ccc(F)cc2)CC1	3.1	4.4	·	·	-4.6	-2.8	4.0
CCOC(=O)C1CCN(C(=O)C2CCN(S(=O)(=O)c3c(C)noc3C)CC2)CC1	0.7	-6.0	·	·	46.8*	4.8	-0.1
CC(C)(C)CNC(=O)c1cccc2c1C(=O)c1ccc(N3CCCC3)cc1S2(=O)=O	-0.2	8.7	·	6.2	-3.3	19.4	-1.2
O=C(C[C@H]1CC[C@H]2[C@@H](COC[C@@H](O)CN2Cc2ccccc2F)O1)NCc1ccccc1F	-7.7[16.7 µM]	3.9	3.2	2.3	-10.0	3.8	1.0
Cc1nnc(SCC(=O)Nc2ccc3c(c2)OCCO3)n1N	·	5.0	·	·	1.4	-2.5	3.7
CC(=O)N1CCN(C(=O)CSc2nnc(C)n2-c2ccccc2)CC1	-1.0	7.6	0.5	-3.1	-7.7	5.9	4.0
COCCSc1nnc(NC(=O)c2cc(C(=O)OC)cc([N+](=O)[O-])c2)s1	·	·	-0.4	0.0	-7.4	·	·
Cc1cccc(/C=C2/Sc3ccc(C(=O)NCCCN4CCOCC4)cc3NC2=O)c1	0.9	0.9	-5.1	-9.1	0.6	-15.8	5.6
O=c1cc(Nc2ccc3c(c2)OCCO3)[nH]c(=O)n1C1CCCCC1	9.3	-34.2	·	4.3	2.6	38.1	-0.5
O=C(O)C(CCc1ccccc1)N1C(=O)c2ccccc2C1=O (configuration not stated)	-5.0	7.4	0.1	-2.4	-2.5	3.4	-0.5
COc1cc(S(=O)(=O)N2CC(=O)Nc3ccccc32)ccc1NC(C)=O	2.3	-11.7	-2.0	?	14.4	-1.8	1.0
CCOc1ccc(NC(=O)CN(C)C(=O)c2cccnc2Sc2ccc(C)cc2C)cc1OCC	·	0.2	2.4	-3.2	·	9.2	1.6
O=C1c2nc3cc(-c4ccco4)[nH]n3c(=O)c2CN1Cc1ccccc1	1.4	·	-2.1	5.1	·	·	0.6
C[C@]12c3[nH]c4cc(-c5ccco5)ccc4c3CCN1C(=O)[C@@H](CC(=O)NCc1ccco1)C[C@@H]2C(=O)N1CCOCC1	-3.6	-11.6	2.0	2.4	3.8	0.2	0.3
COc1ccc(Br)c(Cn2c(C)c(C(=O)N(C)Cc3ccc(F)cc3)sc2=O)c1	·	4.8	·	-1.7	·	-6.9	-1.8
O=C(O)CC(NC(=O)c1ccccc1NC(=O)c1ccccc1)C(=O)O (configuration not stated)	-2.6	-2.2	·	·	-1.1	0.3	-0.2
